Screening data as filed in PubChem.
MEKK3 PB1 HTS: MEKK3-MEK5 PB1 interaction, increase or decrease; binding response (% of control), % at 10 µM; Q99759; bead-based flow cytometry, Alexa488-MEK5 binding to MEKK3; actives lie on both sides; 0 = blocked by unlabeled MEK5, 100 = vehicle; actives 1.4% (n = 290,000); AID 1529;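 active = binding response more than 3 SD above or below the average of its plate-row segment, actives on both sides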;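 note: Alexa488 bead fluorescence after subtracting the streptavidin-only scavenger bead signal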
Target sequence (Q99759 whole entry, looked up): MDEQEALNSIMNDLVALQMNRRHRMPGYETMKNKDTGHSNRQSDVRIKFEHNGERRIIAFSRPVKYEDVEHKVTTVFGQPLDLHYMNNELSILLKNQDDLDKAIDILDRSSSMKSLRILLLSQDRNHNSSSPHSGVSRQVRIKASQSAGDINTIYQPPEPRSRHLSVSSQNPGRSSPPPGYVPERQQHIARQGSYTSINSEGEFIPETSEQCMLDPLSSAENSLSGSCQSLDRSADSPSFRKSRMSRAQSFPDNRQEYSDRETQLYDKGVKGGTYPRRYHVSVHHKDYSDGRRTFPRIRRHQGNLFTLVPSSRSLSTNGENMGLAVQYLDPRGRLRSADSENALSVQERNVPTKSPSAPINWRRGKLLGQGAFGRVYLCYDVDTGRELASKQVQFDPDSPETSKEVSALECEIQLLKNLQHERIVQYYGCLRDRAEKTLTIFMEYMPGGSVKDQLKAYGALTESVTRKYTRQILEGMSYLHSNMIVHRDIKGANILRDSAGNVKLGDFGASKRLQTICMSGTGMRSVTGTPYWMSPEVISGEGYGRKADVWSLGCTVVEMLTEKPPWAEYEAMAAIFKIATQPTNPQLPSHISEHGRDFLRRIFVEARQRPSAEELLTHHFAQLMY
VIM-2 inh: inhibitors of Pseudomonas aeruginosa VIM-2 metallo-beta-lactamase; purified VIM-2, nitrocefin hydrolysis, epi-absorbance fluorescence; inhibition, % at 5.6 µM; actives 0.89% (n = 290,000);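 active = inhibition above the mean of all tested compounds plus 3 SD, cutoff set per screening run, cut at about 7.5% in these data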;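 note: red hydrolysis product quenches plate fluorescence so inhibitors raise well fluorescence; 0% = enzyme with DMSO and 100% = DMSO without enzyme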
IDE cell activ: boosts human insulin-degrading enzyme activity in HEK cells; FAbeta-B cleavage, fluorescence polarization; 0% vehicle, 100% cell-free pure enzyme wells; activation, % at 5.96 µM; actives 0.073% (n = 340,000);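 active = activation above the mean of all tested compounds plus 3 SD, set per screening campaign, cut at about 17% in these data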
PHOSPHO1 inh: PHOSPHO1 (human) inhibition. recombinant PHOSPHO1, absorbance phosphatase assay. inhibition, % at 13.3 µM. actives 1.1% (n = 290,000). AID 1565; in the data active = inhibition above about 60%
Target sequence (Q8TCT1 whole entry, looked up): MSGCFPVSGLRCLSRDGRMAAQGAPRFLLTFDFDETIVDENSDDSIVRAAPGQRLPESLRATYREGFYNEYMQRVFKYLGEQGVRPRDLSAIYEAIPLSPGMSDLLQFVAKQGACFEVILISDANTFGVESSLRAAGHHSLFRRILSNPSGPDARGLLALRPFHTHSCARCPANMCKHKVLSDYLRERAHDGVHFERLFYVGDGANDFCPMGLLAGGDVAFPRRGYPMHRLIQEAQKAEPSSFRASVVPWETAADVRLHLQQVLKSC
DNA FID counter: counter-screen for HCV NS3 helicase inhibitors: DNA intercalator displacement | inhibition, % at 7.9 µM | DNA fluorescent intercalator displacement, fluorescence | actives 0.17% (n = 290,000) | AID 1845; in the data active = inhibition above about 37%;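 note: 0% = vehicle and 100% = reference compound; higher means more ethidium bromide displaced from hairpin DNA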
SUMO HTRF inh: inhibitors of human SUMOylation (UBC9); AID 2006; HTRF SUMOylation assay, SAE1/SAE2 + UBC9, in vitro; actives 0.36% (n = 290,000); P63279; inhibition, % at 35 µM; in the data active = inhibition above about 50%, passing the limit was not always enough; note: strong numbers were not always called active
Target sequence (P63279 whole entry, looked up): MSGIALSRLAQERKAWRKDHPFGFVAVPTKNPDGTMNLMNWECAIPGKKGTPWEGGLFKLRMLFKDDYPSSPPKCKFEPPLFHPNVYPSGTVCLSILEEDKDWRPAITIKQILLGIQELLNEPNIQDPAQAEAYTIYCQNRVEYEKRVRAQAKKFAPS
HCV NS3 hel inh: inhibitors of Hepatitis C virus NS3 helicase | NS3 helicase DNA unwinding, Cy5 molecular beacon fluorescence | inhibition, % at 10.9 µM | actives 0.56% (n = 290,000) | AID 1800;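 active = inhibition above the mean of all tested compounds plus 3 SD, set per campaign, cut at about 35% in these data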;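 note: 0% = DMSO wells and 100% = thioflavine S control wells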
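Measured by: Cy5 fluorescence, 0 and 60 min reads / Assay system: NS3 helicase fragment of HCV / Control set: low DMSO, high thioflavine S at 110 µM / Times: 1 h reaction at 25 °C, ATP-initiated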
IMP-1 inhibitor: blocks Pseudomonas aeruginosa IMP-1 metallo-beta-lactamase. purified IMP-1, nitrocefin hydrolysis, epi-absorbance fluorescence. inhibition, % at 5.6 µM. actives 0.45% (n = 290,000). AID 1556;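 active = inhibition above the mean plus 3 SD of all compounds in the same screening run, cut at about 4.5% in these data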;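 note: 0% = IMP-1 with DMSO and 100% = DMSO wells lacking enzyme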
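Material – recombinant IMP-1 enzyme, purified · Amount – IMP-1 0.2 nM before substrate addition · Medium – HEPES buffer pH 7.1 with ZnSO4 and Brij 35 · Timing – 25 °C, 15 min preincubation, 25 min reaction · Measured by – plate fluorescence quenching by hydrolysis product, ex 480/em 530 nm · Read-out – percent enzyme inhibition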
p-CIP stab down: p/CIP protein destabilization | Q05BA5 | F442A p/CIP-EGFP cells, EGFP fluorescence, 16 h | decrease of EGFP signal, % at 10 µM | actives 0.01% (n = 290,000);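 active = EGFP signal decrease of at least 30% at 10 µM or well 3 SD below plate mean, unless failing retest; inactive = the rest, including hits failing retest or dose response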; note: some compounds called inactive have numbers as strong as hits; many of its hits are not listed in these tables
* = called active by the depositor. An excerpt. The share of hits here may be higher or lower than overall.

Results for O=C(COc1ccc(Cl)cc1Cl)Nc1ccc(S(=O)(=O)NC2=NCCCCC2)cc1 ?
MEKK3 PB1 HTS: 100; VIM-2 inh: -1.0; IDE cell activ: 3; PHOSPHO1 inh: 3; DNA FID counter: -33; SUMO HTRF inh: -15; HCV NS3 hel inh: -13; IMP-1 inhibitor: -1.0; p-CIP stab down: -8

How did COc1cc(S(=O)(=O)N2CCCCC2)c(OC)cc1Br do in these assays?
MEKK3 PB1 HTS: 99; VIM-2 inh: 3.1; IDE cell activ: 4; PHOSPHO1 inh: 8; DNA FID counter: -15; SUMO HTRF inh: 15; HCV NS3 hel inh: 4; IMP-1 inhibitor: -2.3; p-CIP stab down: 1

What do the screens show for `Fc1ccc(CN2CCCCCC2)c(F)c1`?
MEKK3 PB1 HTS: 104; VIM-2 inh: 0.2; IDE cell activ: 5; PHOSPHO1 inh: -10; DNA FID counter: 9; SUMO HTRF inh: -7; HCV NS3 hel inh: 0; IMP-1 inhibitor: -0.1; p-CIP stab down: 4

What do the screens show for `Brc1ccccc1-n1nnc(-c2nccs2)n1`?
MEKK3 PB1 HTS: 102; VIM-2 inh: -1.4; IDE cell activ: 5; PHOSPHO1 inh: 26; DNA FID counter: -2; SUMO HTRF inh: 8; HCV NS3 hel inh: 3; IMP-1 inhibitor: -2.3; p-CIP stab down: 5

What do the screens show for `COc1cccc(Nc2nnc(SCC(=O)N3CC(C)OC(C)C3)s2)c1` (stereo not given)?
MEKK3 PB1 HTS: 105; VIM-2 inh: 0.4; IDE cell activ: -5; PHOSPHO1 inh: -36; DNA FID counter: -15; SUMO HTRF inh: 14; HCV NS3 hel inh: -7; IMP-1 inhibitor: -2.4; p-CIP stab down: -8

What do the screens show for `OC1CCN(C(=S)NCCc2ccccc2)CC1`?
MEKK3 PB1 HTS: 104; VIM-2 inh: -0.6; IDE cell activ: 2; PHOSPHO1 inh: 49; DNA FID counter: -3; SUMO HTRF inh: -2; HCV NS3 hel inh: 2; IMP-1 inhibitor: -4.5; p-CIP stab down: 11

Results for Cc1nccn1CCN(C)Cc1cn(Cc2ccccc2)nc1-c1ccc2c(c1)OCO2 ?
MEKK3 PB1 HTS: 95; VIM-2 inh: -3.5; IDE cell activ: 0; PHOSPHO1 inh: 19; DNA FID counter: 13; SUMO HTRF inh: 5; HCV NS3 hel inh: -24; IMP-1 inhibitor: -1.9; p-CIP stab down: -5

Results for COc1cc2cnc(Cl)nc2cc1OC ?
MEKK3 PB1 HTS: 101; VIM-2 inh: -0.8; IDE cell activ: 5; PHOSPHO1 inh: -7; DNA FID counter: -3; SUMO HTRF inh: 6; HCV NS3 hel inh: 9; IMP-1 inhibitor: -2.2; p-CIP stab down: 3

Results for CC(=O)c1ccc(NC(=O)CN2C(=O)COc3ccc(S(=O)(=O)N4CCCC4)cc32)cc1 ?
MEKK3 PB1 HTS: 101; VIM-2 inh: -1.1; IDE cell activ: -2; PHOSPHO1 inh: 58; DNA FID counter: -7; SUMO HTRF inh: 4; HCV NS3 hel inh: 0; IMP-1 inhibitor: 0.0; p-CIP stab down: -1

What do the screens show for `COc1ccc(N2C(=O)/C(=C\c3ccco3)N=C2SCC(=O)N(C(C)C)C(C)C)cc1Cl`?
MEKK3 PB1 HTS: 93; VIM-2 inh: 1.0; IDE cell activ: 3; PHOSPHO1 inh: 6; DNA FID counter: -5; SUMO HTRF inh: 4; HCV NS3 hel inh: 27; IMP-1 inhibitor: 0.8; p-CIP stab down: -4

What do the screens show for `COc1ccc(OCc2nnc(SCC(=O)NC3CC3)n2C)cc1`?
MEKK3 PB1 HTS: 97; VIM-2 inh: -2.6; IDE cell activ: 10; PHOSPHO1 inh: 63*; DNA FID counter: -25; SUMO HTRF inh: 3; HCV NS3 hel inh: 16; IMP-1 inhibitor: -2.6; p-CIP stab down: 0

Results for O=C(COC(=O)c1ccc(Br)o1)NCCc1ccccc1 ?
MEKK3 PB1 HTS: 118; VIM-2 inh: -4.3; IDE cell activ: 4; PHOSPHO1 inh: 36; DNA FID counter: -20; SUMO HTRF inh: -17; HCV NS3 hel inh: 0; IMP-1 inhibitor: -3.1; p-CIP stab down: -3

How did Cc1occc1C(=O)N(C)Cc1nc(-c2ccc(Cl)cc2)no1 do in these assays?
MEKK3 PB1 HTS: 96; VIM-2 inh: -1.6; IDE cell activ: 0; PHOSPHO1 inh: 6; DNA FID counter: -23; SUMO HTRF inh: -13; HCV NS3 hel inh: 5; IMP-1 inhibitor: -1.2; p-CIP stab down: 14

Results for O=C(COC(=O)Cc1ccccc1[N+](=O)[O-])NCC1CCCCC1 ?
MEKK3 PB1 HTS: 111; VIM-2 inh: -3.5; IDE cell activ: 8; PHOSPHO1 inh: 53; DNA FID counter: -12; SUMO HTRF inh: 7; HCV NS3 hel inh: 0; IMP-1 inhibitor: -1.8; p-CIP stab down: -3

What do the screens show for `Nc1cc(Cl)ccc1C(=O)OCC(=O)NC1CCCCC1`?
MEKK3 PB1 HTS: 75; VIM-2 inh: -1.6; IDE cell activ: 2; PHOSPHO1 inh: 28; DNA FID counter: -5; SUMO HTRF inh: 9; HCV NS3 hel inh: -6; IMP-1 inhibitor: -2.5; p-CIP stab down: 14

What do the screens show for `N#Cc1ccc(C(=O)Nc2ccc(N3CCN(C(=O)c4ccco4)CC3)cc2)c(F)c1`?
MEKK3 PB1 HTS: 94; VIM-2 inh: -0.1; IDE cell activ: -4; PHOSPHO1 inh: 28; DNA FID counter: -10; SUMO HTRF inh: 4; HCV NS3 hel inh: -11; IMP-1 inhibitor: -0.8; p-CIP stab down: -12

How did COc1ccc(CN2C(=NC(=O)CCC3CCCC3)SC3CS(=O)(=O)CC32)cc1 (stereo not given) do in these assays?
MEKK3 PB1 HTS: 96; VIM-2 inh: -0.5; IDE cell activ: 2; PHOSPHO1 inh: 32; DNA FID counter: -25; SUMO HTRF inh: 35; HCV NS3 hel inh: -30; IMP-1 inhibitor: 4.1; p-CIP stab down: -35

Results for C=CCn1c(SCC(=O)Nc2ccccc2OC)nc2c([nH]c3ccccc32)c1=O ?
MEKK3 PB1 HTS: 105; VIM-2 inh: -1.3; IDE cell activ: 0; PHOSPHO1 inh: 14; DNA FID counter: -17; SUMO HTRF inh: 12; HCV NS3 hel inh: -5; IMP-1 inhibitor: -1.8; p-CIP stab down: 4

What do the screens show for `CCN1CCN(c2nc3c(C)cccn3c(=O)c2C=C(C#N)C#N)CC1`?
MEKK3 PB1 HTS: 101; VIM-2 inh: 3.2; IDE cell activ: 3; PHOSPHO1 inh: 31; DNA FID counter: -4; SUMO HTRF inh: 14; HCV NS3 hel inh: -4; IMP-1 inhibitor: -0.7; p-CIP stab down: -12

Results for CCCCn1c(SCC(=O)NCc2ccco2)nnc1-c1ccco1 ?
MEKK3 PB1 HTS: 108; VIM-2 inh: -2.6; IDE cell activ: 5; PHOSPHO1 inh: 46; DNA FID counter: -11; SUMO HTRF inh: 6; HCV NS3 hel inh: 3; IMP-1 inhibitor: -4.7; p-CIP stab down: -7

Results for Cc1ccc(NC(=O)CN(c2ccccc2F)S(C)(=O)=O)cc1 ?
MEKK3 PB1 HTS: 104; VIM-2 inh: -0.2; IDE cell activ: 3; PHOSPHO1 inh: -15; DNA FID counter: -3; SUMO HTRF inh: 0; HCV NS3 hel inh: 13; IMP-1 inhibitor: -1.0; p-CIP stab down: -4

How did COc1ccc(N2CCN(C(=O)c3ccncc3)CC2)cc1 do in these assays?
MEKK3 PB1 HTS: 106; VIM-2 inh: 0.1; IDE cell activ: -2; PHOSPHO1 inh: 18; DNA FID counter: -3; SUMO HTRF inh: -8; HCV NS3 hel inh: 11; IMP-1 inhibitor: -1.6; p-CIP stab down: -16

What do the screens show for `CCc1ccc(-c2cc(C)no2)cc1S(=O)(=O)NCCc1ccc(OC)c(OC)c1`?
MEKK3 PB1 HTS: 100; VIM-2 inh: -0.5; IDE cell activ: -1; PHOSPHO1 inh: 26; DNA FID counter: -40; SUMO HTRF inh: 13; HCV NS3 hel inh: -1; IMP-1 inhibitor: -3.2; p-CIP stab down: -5

How did O=C(CCN1C(=O)c2ccccc2C1=O)Nc1ccccn1 do in these assays?
MEKK3 PB1 HTS: 98; VIM-2 inh: -1.4; IDE cell activ: 1; PHOSPHO1 inh: 34; DNA FID counter: 0; SUMO HTRF inh: -5; HCV NS3 hel inh: -6; IMP-1 inhibitor: -4.6; p-CIP stab down: -2

What do the screens show for `CSCCC(NC=C1C(=O)OC(C)(C)OC1=O)C(=O)O` (stereo not given)?
MEKK3 PB1 HTS: 107; VIM-2 inh: -2.6; IDE cell activ: 5; PHOSPHO1 inh: 28; DNA FID counter: -1; SUMO HTRF inh: 30; HCV NS3 hel inh: -3; IMP-1 inhibitor: -1.7; p-CIP stab down: -12

What do the screens show for `COc1ccc(C)cc1NC(=O)C(OC(=O)c1cc(C)oc1C)c1ccccc1` (stereo not given)?
MEKK3 PB1 HTS: 100; VIM-2 inh: -3.3; IDE cell activ: 0; PHOSPHO1 inh: 6; DNA FID counter: -14; SUMO HTRF inh: -20; HCV NS3 hel inh: -4; IMP-1 inhibitor: -2.6; p-CIP stab down: -7

Results for CC(C)(C)C(=O)NC1(C(F)(F)F)N=C2SCCN2C1=O (stereo not given) ?
MEKK3 PB1 HTS: 91; VIM-2 inh: -3.1; IDE cell activ: 5; PHOSPHO1 inh: -8; DNA FID counter: -10; SUMO HTRF inh: 2; HCV NS3 hel inh: 8; IMP-1 inhibitor: -3.0; p-CIP stab down: -8

What do the screens show for `CC1CCCCC12NC(=O)N(CC(=O)NC(=O)Nc1ccc3c(c1)OCCO3)C2=O` (stereo not given)?
MEKK3 PB1 HTS: 103; VIM-2 inh: -3.4; IDE cell activ: 1; PHOSPHO1 inh: 21; DNA FID counter: -5; SUMO HTRF inh: -2; HCV NS3 hel inh: 1; IMP-1 inhibitor: 1.5; p-CIP stab down: -22

What do the screens show for `Cn1c(CN2CCOCC2)nnc1SCC(=O)Nc1nccs1`?
MEKK3 PB1 HTS: 101; VIM-2 inh: -1.6; IDE cell activ: -9; PHOSPHO1 inh: -7; DNA FID counter: -4; SUMO HTRF inh: -13; HCV NS3 hel inh: -3; IMP-1 inhibitor: -2.2; p-CIP stab down: -4

Results for O=C(Nc1nc2c(F)cc(F)cc2s1)C1CC(=O)N(Cc2ccco2)C1 (stereo not given) ?
MEKK3 PB1 HTS: 90; VIM-2 inh: 1.4; IDE cell activ: 1; PHOSPHO1 inh: 16; DNA FID counter: -10; SUMO HTRF inh: 19; HCV NS3 hel inh: 41*; IMP-1 inhibitor: -0.8; p-CIP stab down: 7

How did COc1ccc(CNC2CC(=O)N(C)C2=O)cc1 (stereo not given) do in these assays?
MEKK3 PB1 HTS: 108; VIM-2 inh: -2.0; IDE cell activ: 4; PHOSPHO1 inh: 18; DNA FID counter: 0; SUMO HTRF inh: 6; HCV NS3 hel inh: 3; IMP-1 inhibitor: -1.6; p-CIP stab down: -13
